Screening data (PubChem BioAssay)
West Nile antiviral: West Nile virus antiviral activity, cell-based, CPE readout (AID 1621); West Nile virus-infected cells, CPE inhibition; higher % means a stronger effect; one-dose CPE inhibition, % at 10 µM; IC50 in µM for titrated hits; hit rate 0.02% among 290,000; in the data active = a potency from the dose series; note: strong numbers were not always called active
M1AAP inhibition: malaria alanyl aminopeptidase activity blockers – biochemical, fluorogenic H-Leu-NHMec substrate, 1536-well (AID 1445) | recombinant M1AAP, H-Leu-NHMec fluorogenic kinetic assay; higher % means a stronger effect | inhibition, % at 30 µM, or IC50 in µM where a hit was titrated | hit rate 0.42% among 220,000;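 active = primary inhibition above the hit cutoff, then over 50% inhibition at one or more dose response concentrations, cut at about 23% in these data, passing the limit was not always enough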;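 note: plate controls were DMSO full reaction for no effect and no enzyme background for full effect; strong numbers were not always called active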
Yfh1-off respiration: enhancers of respiration in Yfh1-depleted yeast, dose response, Friedreich's ataxia, plus single-dose screen (AID 1465) | S. cerevisiae Yfh1-off respiration, WST-1 reduction, 72 h; higher fold induction means a stronger effect | one-dose fold induction at 50 µM; EC50 in µM for titrated hits | hit rate 0.074% among 220,000;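 active = fold induction of absorbance versus untreated yeast above a set limit, then at least 30% activation at any dose in follow-up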;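 note: activators that raise dye reduction in frataxin-depleted yeast; strong numbers were not always called active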
Salmonella PhoP GFP: inhibitors of PhoP regulon expression, primary screen, Salmonella Typhimurium, GFP reporter (AID 1863); inhibition, % at 50 µM, or IC50 in µM where a hit was titrated; S. Typhimurium PhoP-regulated promoter GFP reporter, 4 h; higher % means a stronger effect; hit rate 0.16% among 300,000;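 active = inhibition over 29.93%, a cutoff 3 SD above the screen mean, later confirmed by dose response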;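 note: 0% = low Mg2+ inducing control and 100% = high Mg2+ repressing control; strong numbers were not always called active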
M17LAP inhibition: P. falciparum M17LAP inhibitors, primary screen, biochemical, fluorogenic H-Leu-NHMec substrate, 1536-well (AID 1619); recombinant M17LAP, H-Leu-NHMec fluorogenic kinetic assay; higher % means a stronger effect; inhibition, % at 30 µM, or IC50 in µM where a hit was titrated; hit rate 0.38% among 220,000;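 active = compound inhibiting the enzyme by more than half at any dose during confirmatory dose-response retesting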;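 note: plate controls were full reaction with DMSO carrier for no effect and no enzyme background for full effect; strong numbers were not always called active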
human PMI inhibitors: human PMI inhibitors, high substrate, primary screen, biochemical, fluorescence intensity, high mannose 6-phosphate (AID 1220); recombinant PMI enzyme, coupled fluorescence intensity; higher % means a stronger effect; one-dose inhibition, % at 20 µM; IC50 in µM for titrated hits; hit rate 0.66% among 190,000; in the data active = inhibition above about 50%
XIAP displacement: small molecules displacing peptide from XIAP – biochemical, IAP family, fluorescence polarization (AID 1018); XIAP BIR domain, fluorescence polarization peptide displacement; higher % means a stronger effect; one-dose displacement, % at 20 µM; IC50 in µM for titrated hits; hit rate 0.007% among 200,000; in the data active = displacement above about 50%; note: a part of the inactive calls stands beside numbers as strong as those of hits
SIAH1 antagonists: Siah-1 peptide-binding antagonists, primary screen, biochemical, fluorescence polarization, rhodamine-plectin, uHTS (AID 1817). Siah-1 / rhodamine-plectin peptide fluorescence polarization; higher % means a stronger effect. one-dose displacement, % at 20 µM; IC50 in µM for titrated hits. hit rate 0.02% among 290,000;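 active = displacement of at least 50% at 20 µM, with a fluorescence ratio check between 0.3 and a set limit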;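 note: plate controls were Siah plus tracer with DMSO for no effect and tracer alone without Siah for full effect; strong numbers were not always called active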
ER stress rescue: rescue of cells from ER stress-induced death, primary screen, 384-well, CSM14.1, thapsigargin, ATP luminescence (AID 1222). CSM14.1 thapsigargin-induced death rescue, ATP luminescence; higher % means a stronger effect. cellular ATP content (survival), % at 20 µM, or EC50 in µM where a hit was titrated. 190,000 tested, under 10 active;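 active = EC50 below 50 µM in the dose-response confirmation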;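 note: death triggered by thapsigargin at about 15 µM added after 2 h compound pretreatment; cell ATP read after overnight thapsigargin exposure of roughly 18 to 22 hours; normalized against plate controls of thapsigargin alone and 5% DMSO vehicle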
* = called active by the depositor; i = inactive; · = no result given.

Start of the data: the first 2 entries as a preview:
SMILES	West Nile antiviral	M1AAP inhibition	Yfh1-off respiration	Salmonella PhoP GFP	M17LAP inhibition	human PMI inhibitors	XIAP displacement	SIAH1 antagonists	ER stress rescue
Cc1c(Cl)c([N+](=O)[O-])nn1CC(=O)N1CCCc2ccccc21	-1.2%	2%	i	-2%	-6%	-6%	0.8%	6%	0.4%
Nc1c(C(=O)NCc2ccco2)sc2nc(N3CCOCC3)c3c(c12)CCCC3	0.0%	7%	i	-2%	18%	-44%	-3.2%	-3%	0.4%

All compounds of this part, repeating the preview:
SMILES	West Nile antiviral	M1AAP inhibition	Yfh1-off respiration	Salmonella PhoP GFP	M17LAP inhibition	human PMI inhibitors	XIAP displacement	SIAH1 antagonists	ER stress rescue
Cc1c(Cl)c([N+](=O)[O-])nn1CC(=O)N1CCCc2ccccc21	-1.2%	2%	i	-2%	-6%	-6%	0.8%	6%	0.4%
Nc1c(C(=O)NCc2ccco2)sc2nc(N3CCOCC3)c3c(c12)CCCC3	0.0%	7%	i	-2%	18%	-44%	-3.2%	-3%	0.4%
O=C1N(Cc2cccnc2)C[C@@H]2C[C@@H](c3cccc(C(F)(F)F)c3)N3CCC[C@@]123	-0.6%	-1%	i	-9%	-4%	3%	-1.1%	4%	0.5%
Cc1ccc(C(=O)c2coc3ccc(O)c(CN4CCN(C)CC4)c23)cc1	-0.9%	7%	i	7%	-12%	31%	3.6%	4%	-1.5%
COc1ccc(O[C@@H]2O[C@H](COC(C)=O)[C@@H](OC(C)=O)[C@H](OC(C)=O)[C@H]2NC(C)=O)cc1	0.8%	-5%	i	2%	-11%	-7%	-15%	7%	0.3%
O=C(/C=C/c1ccco1)Oc1cc(Br)cc(/C=N/NC(=O)c2ccccc2O)c1	0.5%	44%	i	60%	16%	-16%	-4.0%	17%	-3.4%
CCOC(=O)c1nn(-c2ccc(Cl)cc2)cc1O	-0.2%	6%	i	-3%	7%	·	·	-1%	·
COc1cc(OC)cc(C(=O)Nc2cccc(N3CCCC3)c2)c1	0.6%	7%	i	0%	3%	21%	-5.0%	3%	-2.6%
Cc1ccsc1-c1nc(CN(C)C(C2CC2)C2CC2)c(C)o1	-0.5%	9%	i	0%	8%	0%	-1.8%	0%	-1.3%
O=C(Nc1cc2c(cc1Br)OCCO2)c1cccs1	-0.4%	7%	i	4%	-1%	13%	-2.0%	2%	-3.5%
O=C(O)CSCC(=O)NCc1csc2ccc(Cl)cc12	0.2%	1%	i	2%	13%	·	·	-1%	·
CCCCOc1[nH]c2nc(-c3ccco3)n(Cc3ccco3)c(=N)c2c1C#N	0.2%	44%	i	-19%	4%	-38%	-1.5%	22%	-1.1%
O=c1cccccc1NN=C1CCCCCC1	1.3%	12%	i	-11%	26%	·	·	14%	·
Cc1[nH]n(-c2ccccc2)c(=O)c1C(c1ccc(C(=O)O)cc1)c1c(C)[nH]n(-c2ccccc2)c1=O	-0.1%	9%	i	9%	12%	12%	-2.9%	-1%	-1.7%
O=C(Cn1cnc2cc([N+](=O)[O-])ccc2c1=O)Nc1ccccc1-c1ccccc1	-0.8%	1%	i	-5%	-1%	·	·	0%	·
COc1cc(OC)cc(C(=O)Nc2c(C)nn(-c3ccccc3)c2C)c1	-0.4%	1%	i	-8%	2%	-6%	-3.7%	8%	-0.1%
O=C(Nc1ccc(Cl)cc1C(=O)NCc1cccnc1)c1ccc(Cl)cc1Cl	-0.5%	-2%	i	-5%	-2%	10%	-1.9%	0%	-1.1%
Cc1nn(C)c(Cl)c1CN1CCN(C2CCCC2)C(CCO)C1 (stereo unspecified)	0.2%	·	i	·	·	-10%	-8.2%	-4%	-1.6%
COc1ccc(C2C3=C(CCCC3=O)Nc3nc(SCc4ccccc4)nn32)cc1OC (stereo unspecified)	-0.9%	7%	i	-2%	7%	19%	-6.0%	6%	·
CCOC(=O)c1ccc(NC(=O)CCc2ccc(CC)o2)cc1	-0.3%	5%	i	-2%	-4%	1%	-5.3%	-2%	0.9%
Cc1cccc(-c2ncc(CN3CCCC(CO)(Cc4cccc(Cl)c4)C3)cn2)c1 (stereo unspecified)	-0.7%	-1%	i	-11%	2%	16%	-1.0%	7%	3.4%
Cc1c(C(=O)Nc2ccc3c(c2)OCO3)sc2nc(-c3ccccc3)cn12	-0.7%	-2%	i	-9%	-4%	2%	-4.8%	-2%	·
CCC(=O)O[C@@H]1CC(=O)O[C@H](C)CC=CC=C[C@@H](O)[C@H](C)C[C@H](CC=O)[C@H](O[C@H]2O[C@H](C)[C@@H](O[C@H]3C[C@@](C)(O)[C@@H](OC(=O)CC)[C@H](C)O3)[C@H](N(C)C)[C@H]2O)[C@H]1OC	-0.4%	0%	i	-23%	-1%	·	·	0%	·
Cc1c(N=Cc2nc3ccccc3[nH]2)c(=O)n(-c2ccccc2)n1C	0.2%	17%	i	-4%	24%	-6%	-8.9%	-4%	-0.5%
Cc1ccc(OCC(O)CNS(=O)(=O)c2ccccc2C(=O)N2CCCCC2)cc1 (stereo unspecified)	-1.4%	-1%	i	9%	9%	0%	1.1%	4%	1.7%
Cc1ccc(OCCCCNC(C)(C)C)c([N+](=O)[O-])c1	-0.7%	2%	i	9%	14%	2%	-13%	2%	-1.6%
CC(C)CC(NC(=O)OC(C)(C)C)c1cn([C@@H](CCCCNC(=O)OC(C)(C)C)C(=O)N2CCN(C(=O)OC(C)(C)C)CC2)nn1 (stereo partly specified)	0.4%	8%	i	-2%	5%	-6%	-7.1%	-3%	1.2%
Cc1ccc(CNC(=O)COC(=O)c2ccc(S(=O)(=O)N(C)C)cc2)cc1	0.1%	0%	i	5%	-4%	1%	-3.2%	-4%	-2.4%
O=C(c1cn(-c2ccccc2)nc1-c1ccc(Cl)s1)N1CCOCC1	-0.7%	8%	·	-2%	-5%	10%	-3.1%	4%	-2.1%
O=C(c1cccnc1)c1cccnc1	0.5%	6%	i	-12%	5%	3%	-1.1%	-6%	-2.7%
Cc1cc(C)c2c(n1)sc1c(-c3ccccc3)c(C#N)c(N)nc12	-0.4%	2%	i	-8%	11%	-14%	-17%	-1%	-0.4%
Cc1nc2ccccc2nc1NS(=O)(=O)c1ccc(N)cc1	-0.1%	13%	i	5%	9%	·	·	-7%	·
COc1cc(OC)nc(NC(=O)CCl)n1	0.4%	30%	i	5%	-2%	-24%	-9.0%	-2%	-2.6%
CC[n+]1c(/C=C/N(C)c2ccccc2)oc2ccc(Cl)cc21	0.8%	13%	i	15%	13%	52%*	-2.9%	-3%	-2.2%
COc1ccc(-n2c(=O)c3ccccc3n(CC(=O)NC3CCCC3)c2=O)c(OC)c1	0.3%	6%	i	4%	-1%	-7%	-6.4%	0%	-2.1%
CC(C)c1ccc(NC(=O)C2=NNC(=O)CC2)cc1	-0.3%	14%	i	-8%	-3%	·	·	6%	·
O=C(CNc1cccc(S(=O)(=O)N2CCOCC2)c1)N1CCc2ccccc21	-0.4%	3%	i	0%	-6%	·	·	0%	·
O=C(Nc1nc(-c2ccccc2)c(-c2ccccc2)s1)c1ccc(S(=O)(=O)N2CCCC2)cc1	·	-3%	·	5%	3%	-20%	-2.3%	5%	-0.8%
COc1ccc(C(=O)Oc2cc(/C=N/NS(=O)(=O)c3ccccc3)ccc2OC)cc1	0.1%	8%	i	1%	1%	-7%	-5.8%	-3%	-2.4%
Nn1c(SCC(=O)Nc2ccc(Oc3ccccc3)cc2)nnc1C1CC1	-0.5%	1%	i	-2%	12%	-2%	-6.8%	0%	-2.0%
CC1Cc2cc(-c3csc(NC(=O)Cc4cccs4)n3)ccc2N1S(C)(=O)=O (stereo unspecified)	·	2%	·	-10%	11%	13%	-11%	6%	-2.8%
CCOC(=O)c1cnc(NCc2ccccc2)nc1C	0.1%	-4%	i	2%	-4%	8%	-5.1%	-3%	-2.1%
CNCc1nc2ccccc2[nH]1	-0.1%	4%	i	5%	-7%	-21%	-7.4%	-7%	-0.5%
CC(=O)N1CCN(c2ccc(NC(=O)c3ccccc3Br)cc2Cl)CC1	-0.2%	1%	i	7%	-10%	-6%	-5.5%	25%	-0.6%
COc1cc2c(cc1NC(=S)NC(=O)/C=C/c1ccco1)oc1ccccc12	-0.6%	8%	i	17%	18%	2%	-4.4%	-8%	-0.1%
Cc1cc(NC(=O)NC(=O)c2cccc(OC(F)(F)C(F)F)c2)n[nH]1	-0.4%	-1%	i	-1%	-1%	7%	-6.2%	4%	-3.1%
Cc1cc(C)c([N+](=O)[O-])cc1NC(=O)CCS(=O)(=O)c1ccccc1	-0.5%	-2%	i	-5%	7%	·	·	-1%	·
Nc1nc(NC(=O)C(Cl)(Cl)Cl)nn1-c1ccccc1	0.2%	4%	i	15%	5%	5%	-4.4%	-1%	6.6%
Cc1cc(/C=C(\C#N)c2nc3ccccc3[nH]2)c(C)n1C	-1.1%	7%	i	8%	22%	11%	-5.7%	20%	-11%
COc1ccc(NC(=O)C2CCN(C(=O)Cc3ccccc3)CC2)c(OC)c1	0.2%	·	i	·	·	-2%	-1.8%	15%	-0.1%
COc1ccc2oc(=O)c(C(=O)Oc3ccc(NC(C)=O)cc3)cc2c1	-0.6%	5%	i	-6%	-55%	-56%	-6.4%	-8%	-0.6%
COC(=O)C1=COC(OC2OC(CO)C(O)C(O)C2O)C2C1C=CC2(O)CO (stereo unspecified)	-0.2%	2%	i	5%	1%	·	·	-5%	·
Cc1ccc(/C=C(\C#N)C(=O)NCC2CCCO2)o1 (stereo unspecified)	0.0%	15%	i	-2%	25%	6%	0.4%	2%	-4.3%
COc1c2ccoc2c(OC[C@@H](O)C(C)(C)O)c2oc(=O)ccc12	-0.3%	3%	i	9%	12%	19%	-3.8%	3%	5.1%
O=C(O)CCCCCNC(=O)CCn1cnc2ccccc2c1=O	1.5%	0%	i	1%	12%	-3%	-4.5%	-3%	1.0%
Cc1cc(C(=O)Nc2nc3c(s2)CCCC3)no1	-0.5%	4%	i	3%	18%	0%	-4.0%	-3%	-2.3%
Cn1cnnc1SCC(=O)Nc1sccc1C#N	-0.3%	6%	i	16%	-7%	4%	-6.6%	-1%	8.1%
Cc1cc(C(=O)CSc2n[nH]c(N)n2)c(C)n1-c1cc(F)ccc1F	0.1%	5%	i	-1%	17%	-9%	-3.0%	3%	1.7%
O=C(COc1ccc2ccccc2c1)NC1CC1	-0.2%	8%	i	16%	-9%	10%	-6.3%	5%	-5.7%
O=C(/C=C/c1ccc(Cl)cc1)N1CCN(c2ncccn2)CC1	0.3%	7%	i	-18%	8%	-1%	-7.4%	-6%	-1.8%
CCCNC(=S)N1CCN(c2nc(C)nc3sc4c(c23)CCCC4)CC1	-0.6%	2%	i	3%	-1%	10%	-5.8%	2%	1.7%
Cc1cc(C(F)(F)F)nn1CC(=O)NNC(=S)Nc1ccc(Cl)cc1	0.1%	6%	i	-6%	19%	4%	-7.8%	0%	-1.0%
Cc1cccc(CN2CCN(CC(=O)N3CCCC3)C2=O)c1	0.0%	-2%	i	14%	10%	-6%	-2.8%	3%	1.8%
